# Tb MetRS inh: T. brucei MetRS inhibitors, primary screen, biochemical, luminescence; methionyl-tRNA synthetase (Trypanosoma brucei brucei); purified T. brucei MetRS, ATP depletion, Kinase-Glo luminescence; inhibition, % at 11.9 µM; actives 0.4% (n = 360,000); AID 624268, 2012;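 active means inhibition above a per-plate cutoff of the control wells' mean inhibition plus 3 SD, cut at about 5.5% in these data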;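 further: 0% = DMSO wells median and 100% = median of wells with control inhibitor compound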
#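 Dosing: 11.9 µM compound single dose, 0.9% DMSO; Assay system: purified T. brucei MetRS enzyme; Measured by: Kinase-Glo luciferase luminescence reporting remaining unconsumed ATP; Schedule: 15 min plus 2 h at 25 °C.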
# Rpn11 inh: Rpn11 (PSMD14) deubiquitinase inhibitors, primary screen, biochemical, fluorescence polarization, uHTS. 26S proteasome non-ATPase regulatory subunit 14 (Homo sapiens), O00487. human 26S proteasome, Ub4-pepOG fluorescence polarization; 20S core pre-blocked with epoxomicin. calls only at 20 µM. actives 0.59% (n = 360,000). AID 588493, 2011;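 active means inhibition at 20 µM, scaled to each plate's controls, above about 33%, limit read from the data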
# Target sequence (O00487 whole entry, looked up): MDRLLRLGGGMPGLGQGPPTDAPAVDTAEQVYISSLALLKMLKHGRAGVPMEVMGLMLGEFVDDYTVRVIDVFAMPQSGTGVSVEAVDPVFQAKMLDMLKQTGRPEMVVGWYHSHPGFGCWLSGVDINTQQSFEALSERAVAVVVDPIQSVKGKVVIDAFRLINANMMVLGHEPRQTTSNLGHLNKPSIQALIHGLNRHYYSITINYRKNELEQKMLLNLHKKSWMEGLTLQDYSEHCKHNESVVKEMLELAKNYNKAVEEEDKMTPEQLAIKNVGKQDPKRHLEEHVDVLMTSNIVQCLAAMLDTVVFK
# SUMO1-SIM PPI: modulators of SUMO1 protein-protein interactions, primary screen, biochemical, uHTS. SUMO1 binding to a labelled peptide, TR-FRET, 1 h. AID 602429, 2012. inhibition, % at 20 µM. Small ubiquitin-related modifier 1 (Homo sapiens), P63165. actives 0.33% (n = 360,000); in the data active means inhibition above about 37%
# Target sequence (P63165 whole entry, looked up): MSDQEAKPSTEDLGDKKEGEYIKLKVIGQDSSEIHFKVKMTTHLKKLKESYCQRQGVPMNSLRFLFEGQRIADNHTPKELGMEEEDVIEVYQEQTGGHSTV
# MsrA inhibitor: bovine MsrA enzyme inhibitors, primary screen, biochemical, absorbance, HTS | Methionine sulfoxide reductase A (Bos taurus) | purified bovine MsrA, absorbance read-out | inhibition, % at 15.5 µM | actives 0.75% (n = 360,000); in the data active means inhibition above about 4.5%;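 further: 0% = vehicle wells with enzyme and 100% = reference inhibitor wells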
# Scp-1 inhibitor: Scp-1 phosphatase inhibitors, primary screen, biochemical, colorimetric, uHTS; Carboxy-terminal domain RNA polymerase II polypeptide A small phosphatase 1 (Homo …; Recombinant Scp1, phosphopeptide, malachite green phosphate absorbance; inhibition, % at 20 µM; actives 0.88% (n = 340,000);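 active means inhibition above about 50% at 20 µM, limit read from the data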;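 further: plate controls were DMSO wells with enzyme for no effect and wells lacking enzyme for full effect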
# Target sequence (Q9GZU7 76-261 limits assumed): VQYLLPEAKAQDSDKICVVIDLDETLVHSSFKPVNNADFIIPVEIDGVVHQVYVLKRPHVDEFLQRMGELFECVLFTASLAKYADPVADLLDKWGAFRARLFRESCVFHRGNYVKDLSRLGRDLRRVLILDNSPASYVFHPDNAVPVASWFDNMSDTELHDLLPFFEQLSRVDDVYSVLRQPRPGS
#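 Assay system: SCP-1 catalytic fragment, aa 76-261 | Buffer or medium: Tris acetate buffer pH 5.5 with MgCl2 and Tween-20 | Compound: One concentration, 20 µM, with 1.0% DMSO | Also added: Phospho 17-mer peptide substrate | Signal: Absorbance at 630 nm | Incubation: 45 min enzyme reaction at room temperature | Measure: % inhibition of SCP-1 phosphate liberation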
# CSN deneddyl inh: inhibitors of CSN-mediated cullin deneddylation, primary screen, biochemical, fluorescence polarization, uHTS. actives 0.38% (n = 360,000). inhibition, % at 12.5 µM. Purified CSN, SCF-Nedd8-OG deneddylation;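 active means pattern-corrected inhibition above about 35%, with an unprinted fluorescence ratio check between 0.5 and 1.5, limit read from the data, passing the limit was not always enough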;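 further: 0% = enzyme with substrate and 100% = substrate without enzyme; some results filed as inactive read as strong as hits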
#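 Test system: Human Csn5 produced in HEK293T cells | Compound: 12.5 µM single point | Times: 90 min, room temperature | Signal: Fluorescence polarization readout | Read-out basis: % inhibition of substrate cleavage by Csn5 | Controls: no-enzyme wells high, enzyme-with-substrate wells low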
# DNMT1 inh: human DNMT1 methyltransferase inhibitors, primary screen, biochemical, molecular beacon, fluorescence, HinP1I cleavage, uHTS; actives 0.83% (n = 360,000); inhibition (reported as % activation of signal), % at 10 µM; DNA (cytosine-5)-methyltransferase 1 (Homo sapiens), P26358; in the data active means inhibition above about 50%
# NadD inh: inhibitors of S. aureus NadD, primary screen, biochemical, colorimetric, uHTS; Nicotinate-nucleotide adenylyltransferase NadD (Staphylococcus aureus N315); purified NadD enzyme, colorimetric absorbance read-out; inhibition, % at 20 µM; actives 0.78% (n = 360,000); AID 602399, 2012; in the data active means inhibition above about 26%; further: some compounds past the cut are filed as inactive
# LMPTP inh: LMPTP phosphatase inhibitors, primary screen, biochemical, fluorescence intensity, uHTS; inhibition, % at 20 µM; Low molecular weight phosphotyrosine protein phosphatase (Homo sapiens), P24666; actives 0.22% (n = 360,000); recombinant LMPTP-A, OMFP fluorogenic substrate;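 active means compounds that cut the enzyme signal by at least half of the control window in the single-dose screen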;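 further: plate controls were DMSO wells with enzyme plus substrate for no effect and substrate without enzyme for full effect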
# Target sequence (P24666 whole entry, looked up): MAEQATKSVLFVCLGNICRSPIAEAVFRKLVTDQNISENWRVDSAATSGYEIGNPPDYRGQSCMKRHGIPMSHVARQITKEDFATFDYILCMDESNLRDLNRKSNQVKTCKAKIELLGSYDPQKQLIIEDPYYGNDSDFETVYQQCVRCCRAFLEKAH
#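 Assay system: LMPTP-A, protein tyrosine phosphatase of low molecular weight / Medium: pH 6.0 Bis-Tris buffer with DTT and Triton X-100 / Schedule: 50 min enzyme reaction at room temperature, protected from light / Measured by: endpoint fluorescence intensity from OMFP dephosphorylation / Read-out basis: % inhibition relative to no-enzyme and uninhibited control wells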
# STEP inh: STEP phosphatase inhibitors, primary screen, biochemical, fluorescence intensity, uHTS; Tyrosine-protein phosphatase non-receptor type 5 (Homo sapiens), P54829; recombinant STEP, OMFP fluorogenic substrate; inhibition, % at 20 µM; actives 0.25% (n = 360,000); AID 588621, 2011;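 active means inhibition at 20 µM, scaled per plate between control wells, above about 37%, limit read from the data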;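 further: 0% = DMSO with enzyme and substrate and 100% = substrate only without enzyme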
#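 Material: STEP (striatal-enriched tyrosine phosphatase) enzyme, cell-free; Compound dosing: 20 µM single dose in 1% DMSO; Technique: fluorescence read at 480 nm ex / 540 nm em; Times: reaction 20 min, ambient temperature; Medium: 50 mM Bis-Tris pH 6.0 with 2.5 mM DTT and 0.005% Tween 20; Also added: OMFP at 25 µM.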
# An asterisk follows results filed as active; i = inactive; nt = no result given; + = active, no number.
# Values run as follows: Tb MetRS inh	Rpn11 inh	SUMO1-SIM PPI	MsrA inhibitor	Scp-1 inhibitor	CSN deneddyl inh	DNMT1 inh	NadD inh	LMPTP inh	STEP inh
CC(=O)Nc1nc(SCc2cccc3ccccc23)n[nH]1
    -1.0	i	0	0.8	-2	-3	-3	5	1.5	8
Nc1nnc(CCOc2ccc(Cl)cc2)s1
    0.1	i	1	1.6	1	-1	0	4	-1.1	0
N/C(=N\NC(=O)c1cccs1)c1cc2cc(Cl)ccc2oc1=O
    0.8	i	-15	0.1	27	2	4	-2	5.8	7
NC(=O)c1ccc(NC(=O)CN2CCN(S(=O)(=O)c3ccc4ccccc4c3)CC2)cc1
    -0.3	i	-4	-0.6	-1	6	-4	4	0.2	-1
CC(C)CNc1nc(Oc2ccc(=O)[nH]n2)nc(N2CCOCC2)n1
    -0.8	i	0	-2.0	-7	0	1	-7	-2.1	2
O=C(NCCCN1CCCC1=O)c1ccc(NS(=O)(=O)c2ccc(F)cc2)cc1
    0.0	i	3	-0.6	-8	-2	1	-1	-2.8	1
COc1ccccc1NC(=O)c1ccc(S(=O)(=O)N(C)c2ccccc2)cc1
    -0.4	i	-1	-0.5	-10	1	6	-3	0.7	0
COC(=O)Cn1cc([N+](=O)[O-])nc1C
    0.1	i	-4	0.1	-11	-4	-1	4	1.4	-1
Cc1cc(C)c2c(c1)C(=O)/C(=C/c1ccc(C(=O)O)cc1)CC2
    0.0	i	-18	2.6	-7	-1	6	1	-0.6	4
COc1cc(O)c(C(CCN2CCCC(C)C2)c2ccc3c(c2)OCO3)c(OC)c1 (stereo not drawn)
    0.4	i	1	-0.3	-4	-2	4	-2	0.7	6
Cc1cc(NC(=O)CSc2nc(C3CC3)nc3sc(C)c(C)c23)no1
    0.4	i	-1	0.5	-4	-2	3	0	-1.4	-2
CC(C)CC(NC(=O)C1CCCCC1)C(=O)N1CCN(c2ccccn2)CC1 (stereo not drawn)
    -2.3	i	-2	0.8	-1	-4	0	-3	0.0	0
CC(C)(C)OC(=O)C(Oc1ccccc1[N+](=O)[O-])C(=O)OC(C)(C)C
    0.2	nt	2	1.6	nt	5	nt	nt	-0.1	nt
CCCC(=O)Nc1ccc(C2C(=O)c3ccccc3C2=O)cc1
    -0.8	i	-24	0.9	-7	4	-2	-2	-0.8	-1
COc1ccccc1-n1c(SCC(=O)NC2CC2)nc2ccccc2c1=O
    -0.2	i	1	-0.8	1	-1	0	-4	1.0	0
CCOc1ccc(OCCN2CCCCC2)cc1
    -0.3	i	2	-0.6	-4	-4	1	-2	0.3	0
CCOC(=O)[C@@H]1[C@H]2COc3cc(OC)ccc3[C@@H]2N2C(=O)N(c3cccc(Cl)c3)C(=O)[C@]12C
    -0.1	i	1	nt	-15	6	2	-4	-0.2	0
CN1CCC[C@H]1CCNc1ccc2c(=O)c3ccccc3n(C)c2c1
    -0.8	+	82*	2.9	0	5	40	28	46	9
CCn1c2ccccc2c2cc(NC(=O)COC(=O)c3ccccc3F)ccc21
    -0.1	i	-4	0.7	-7	6	2	-2	1.5	1
CC1Cc2ccccc2N1C(=O)CSc1nc2ccccc2s1 (stereo not drawn)
    0.5	i	0	0.3	-8	-1	-1	-5	2.0	0

# 2 compounds picked at random from those above:
# Values run as follows: Tb MetRS inh	Rpn11 inh	SUMO1-SIM PPI	MsrA inhibitor	Scp-1 inhibitor	CSN deneddyl inh	DNMT1 inh	NadD inh	LMPTP inh	STEP inh
CCn1c2ccccc2c2cc(NC(=O)COC(=O)c3ccccc3F)ccc21
    -0.1	i	-4	0.7	-7	6	2	-2	1.5	1
CC(C)CC(NC(=O)C1CCCCC1)C(=O)N1CCN(c2ccccn2)CC1 (stereo not drawn)
    -2.3	i	-2	0.8	-1	-4	0	-3	0.0	0

# Next section.
# Values run as follows: Tb MetRS inh	Rpn11 inh	SUMO1-SIM PPI	MsrA inhibitor	Scp-1 inhibitor	CSN deneddyl inh	DNMT1 inh	NadD inh	LMPTP inh	STEP inh
CC(=O)c1c(C)nn(C(=O)c2cccs2)c1C
    -0.5	i	0	-0.4	-11	1	1	-5	-1.8	-2
Cc1ccc(/C=C/S(=O)(=O)NCCC(=O)NCc2ccccc2F)cc1
    0.3	i	3	0.0	-10	-1	-2	0	-1.1	-2
Cc1noc(C)c1S(=O)(=O)N(C)C[C@H]1Oc2ccc(NS(=O)(=O)c3ccc(F)cc3)cc2C(=O)N([C@H](C)CO)C[C@@H]1C
    -1.1	i	0	-0.9	4	0	4	2	-1.3	-1
CNc1cccc(-c2cccc(O)c2)n1
    -0.1	i	-1	-0.1	nt	0	-4	-2	-0.7	0
C(=N\Nc1nc2ccccc2[nH]1)/c1cccc2nccnc12
    5.9*	i	-14	0.4	3	0	-2	-1	6.5	2
O=C(NC(CC(=O)N1CCN(c2ccccc2)CC1)c1ccccc1)c1ccccc1 (stereo not drawn)
    -0.3	i	0	0.1	nt	-3	-5	2	0.8	-1
NC(=O)c1cc([N+](=O)[O-])cc2c1C=Cc1ccccc1O2
    0.2	i	-19	2.5	-1	-10	1	-6	-0.1	-3
CC(C)N(C)NC(=S)Nc1ccccc1
    0.2	i	0	-0.8	-3	1	-1	4	-1.4	1
Cc1c(Cl)ccc2c1NC(=O)[C@]21[C@@H]2C(=O)N(Cc3ccccc3)C(=O)[C@@H]2[C@@H]2CCCN21
    -1.6	i	-2	0.8	-7	5	-18	12	1.8	0
CC(C)c1ccc(/C=N/Nc2cc(N3CCOCC3)nc(N3CCOCC3)n2)cc1
    -0.6	i	2	-0.8	-2	-4	-19	0	2.7	-2
Cc1cc(C)n(S(=O)(=O)c2cc(Cl)ccc2Cl)n1
    -0.9	i	-4	0.3	-8	-1	-1	2	-0.1	-1
Cc1ccc(N2C(=O)c3ccc(C(=O)Nc4cccnc4)cc3C2=O)c(C)c1
    0.5	i	-20	0.2	-2	3	-1	7	0.5	0
COc1cc2c(cc1OC)CN(CC(=O)Nc1ccccc1C#N)CC2
    -0.9	i	3	0.0	-9	0	-3	4	2.5	0
O=C(NC1CCCCCC1)C1CCN(C(=O)c2ccc(Br)cc2)CC1
    -0.6	i	1	2.3	4	2	-1	-1	-0.2	-1
CC(C)CN(C(=O)COC(=O)CCc1c[nH]c2ccccc12)C1CCS(=O)(=O)C1 (stereo not drawn)
    -0.6	i	-1	-1.0	-3	-2	-6	2	-0.3	4
CC(C)N1CC=C2C(C#N)=C(N)C(C#N)(C#N)C(c3ccccc3)C2C1 (stereo not drawn)
    -0.7	i	-27	0.1	-2	-21	2	2	12	-6
Cn1c(N)c(C(=O)COC(=O)/C=C/c2ccccc2)c(=O)n(C)c1=O
    0.1	i	-13	0.2	-5	0	-4	-1	-1.6	2
C=C(C)C1CC=C(C)/C(=N/NC(=O)COc2cccc(C)c2)C1 (stereo not drawn)
    -0.6	i	2	-0.7	5	-4	-2	-2	0.6	3
O=C(NC1CCC(O)CC1)c1cccnc1Sc1ccccc1Cl (stereo not drawn)
    -0.5	i	0	0.8	-5	-3	1	-5	-2.3	-2
COc1ccc(C(C(=O)NC2CCCC2)N(C(=O)c2ccco2)c2ccc(OC)c(OC)c2)cc1 (stereo not drawn)
    0.2	i	-1	-0.5	-6	3	1	3	0.2	-3
CN(c1ccccc1)S(=O)(=O)c1ccc2c(c1)OCCO2
    -0.6	i	3	0.1	0	3	-1	-12	2.2	0
COc1cc(C(=O)NCC(c2cccs2)N2CCc3ccccc32)cc(OC)c1OC (stereo not drawn)
    -0.5	i	1	0.5	-6	-5	4	1	1.2	2
CCN1CCN(C(=S)NC(=O)/C=C/c2cccs2)CC1
    -0.4	i	-6	2.6	-8	9	2	-1	-2.4	3
CCc1c(C)c(C#N)c2nc3ccccc3n2c1Nc1c(C)n(C)n(-c2ccccc2)c1=O
    -0.5	i	-8	-0.7	-5	4	1	1	-0.5	-3
Cc1nn2cc(-c3ccc(Cl)cc3)cnc2c1Br
    2.6	i	1	-0.4	0	-6	4	-4	-1.1	-1
CCOc1cccc(C(=O)NCc2ccccc2)c1
    -0.1	i	0	-0.4	3	-1	1	-1	-0.7	-2
CC(C)CCNC(=O)CN(C(=O)Cn1nnc(-c2ccc(F)cc2)n1)C1CCCC1
    -1.1	i	2	0.0	-3	-1	2	-5	0.1	3
CCCCOC(=O)c1cc(Cl)c(O)c(OC)c1
    -0.5	i	2	0.9	-7	-1	-1	-3	-4.5	-1
O=C(NCCNC(=O)c1ccco1)c1ccc(F)cc1
    -0.2	i	3	1.3	-7	1	1	-5	-1.2	-3
C=CCC[C@H](Cc1ccc(F)cc1)C(=O)OC[C@@H](NC(=O)[C@@H](CC=C)CC(=O)N[C@@H](CO)Cc1ccccc1)C(C)(C)C
    -0.2	i	-2	-0.2	-5	-4	-12	-18	-0.1	0
Cc1nccn1-c1ncnc2sc3c(c12)CCCC3
    -0.4	i	1	-0.4	10	5	0	0	-1.1	1
O=C1c2ccccc2C(=O)N1CC1c2ccccc2CCN1S(=O)(=O)c1ccccc1 (stereo not drawn)
    0.5	i	-21	-1.3	-17	0	-2	-12	2.2	-1
Cc1cccn2cc(CSc3ccccc3N)nc12
    0.0	i	4	-0.2	-8	-5	0	-7	0.8	3
COc1cc(OC)cc(-c2sc3ccc(OC)cc3c2C#CC2(N)CCCCC2)c1
    0.8	i	-19	1.4	4	2	-32	7	4.6	-1
Cc1ccc2cc(C)c(N3CCN(c4ccccn4)CC3)nc2c1
    -1.1	i	-1	0.3	5	-3	-4	0	2.0	13
O=C(Nc1ccccc1)Nc1sccc1-c1nc2ccccc2s1
    0.7	i	-5	0.4	-21	14	-26	12	3.7	1

# Screening results deposited in PubChem BioAssay by several laboratories.
